KCNH2 3.1 inh = qHTS for Inhibitors of KCHN2 3.1: Mutant qHTS. Potassium voltage-gated channel subfamily H member 2, brain isoform KCNH2 3.1 (human). U2OS KCNH2 3.1, thallium flux FluxOr; active compounds read low. activity change, % (tested at about 1.8 µM). 0.95% of 340,000 active;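 active means maximum activity change below -70%; inconclusive means maximum activity change from -70% to -50%; inactive means maximum activity change above -50%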;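 further: thallium influx rate constant from kinetic fluorescence after stimulation buffer; on the % scale 0 is the no-effect control and ±100 the full control effect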
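Kinetic fluorescence (2 min after stimulation buffer) measures Tl+ influx through KCNH2 3.1 expressed by viral transduction in U2OS cells; the rate constant is normalized against DMSO controls serving as positive and negative references.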
Mito fusion act = qHTS Assay for Small Molecule Inhibitors of Mitochondrial Division or Activators of Mitochondrial Fusion; S. cerevisiae fusion-defective mutant growth rescue, CellTiterGlo 48 h; 0.23% of 320,000 active; Potency, µM (titrated, usually from 46.1 µM), without a hit: at the highest dose growth rescue (activation), hits mostly activators;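 further: potency means the concentration at half of the fitted maximal effect; % of control where 0% means no effect; nearly all actives have a fitted effect of over 45% in size; temperature-sensitive fusion mutants such as fzo1-1 at 37 °C on non-fermentable ethanol glycerol medium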
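Temperature-sensitive fusion-defective S. cerevisiae (e.g. fzo1-1, mgm1-5) were grown with compound in YPEG medium (3% ethanol, 3% glycerol) for 48 hours at 37C. Growth rescue was measured as viability by CellTiterGlo luminescence after 10 minutes at ambient.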
Menin MLL FP TR = qHTS Assay for Inhibitors Targeting the Menin-MLL Interaction in MLL Related Leukemias: Competition With Texas Red Labeled MLL-derived Mutant Peptide | O00255 | Menin + Texas Red MLL mutant peptide, fluorescence polarization | Potency, µM (titrated, usually from 61.6 µM), without a hit: at the highest dose FP activity change, negative = inhibition, actives largely listed as inhibitors | 0.23% of 270,000 active | AID 1768, 2009; active means well fitted inhibition curve with a large enough effect in the polarisation, with a control signal flat, not every such curve was filed as active; inconclusive means small, poorly fitted or top-dose-only effect, or effect the other way, or a change in a side signal; inactive means no such curve, though single readings can be large or run the other way; the % refers to the polarisation; further: potency means the concentration at half of the fitted maximal effect; % of control where 0% means no effect; many of its hits are not listed in these tables
Gal4-VP16 FLuc = VP16 counterscreen qHTS for inhibitors of ROR gamma transcriptional activity. Drosophila S2 Gal4-VP16 UAS-luciferase, luminescence, 20 h. Potency, µM (doses to about 53.6 µM), inactives show at the highest dose activity, negative = inhibition, usual class: inhibitors. 3.5% of 310,000 active;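 further: Gal4-VP16 expression switched on by copper sulfate through the metallothionein promoter; potency means the concentration at half of the fitted maximal effect; on the % scale 0 is the no-effect control and ±100 the full control effect; nearly all actives have a fitted effect of over 50% in size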
FLuc counter = qHTS profiling assay for firefly luciferase inhibitor/activator using purifed enzyme and Km concentrations of substrates (counterscreen for miR-21 project); AID 588342, 2011; 6.9% of 360,000 active; Potency, µM (doses to about 57.5 µM), for the others: at the highest dose activity change, negative = inhibition, most hits filed as inhibitors; purified FLuc, Km substrates, luminescence inhibition; Luciferin 4-monooxygenase (Photinus pyralis), P08659;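 further: potency means the concentration at half of the fitted maximal effect; plate controls were vehicle for no effect and reference inhibitor for full effect; nearly all actives have a fitted effect of over 55% in size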
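Purified P. pyralis luciferase (10nM final) with 10uM D-luciferin and 10uM ATP (Km levels) in 50mM Tris acetate pH 7.5, 10mM Mg acetate, 0.01% Tween-20, 0.05% BSA; qHTS 6-point titration, ~60 µM downward; luminescence read.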
Rab9 promoter act = qHTS Assay for Rab9 Promoter Activators; Huh7 Rab9 promoter-luciferase reporter, luminescence, 24 h; AID 485297, 2010; Potency, µM (series often up to 9.22 µM), for inactives: at the highest dose activation, negative = inhibition, actives largely listed as activators; 2.8% of 320,000 active; further: potency means the concentration at half of the fitted maximal effect; % of control where 0% means no effect; nearly all actives have a fitted effect of over 60% in size
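Luminescence read-out: Huh7 cells stably expressing Rab9-luciferase, treated 24 h with compound at 37 °C, then lysed with luciferase reagent for 10 min at ambient before reading.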
RORg inh = qHTS for inhibitors of ROR gamma transcriptional activity | Drosophila S2 Gal4-RORgamma UAS-luciferase reporter, 20 h | Potency, µM (top dose mostly 53.6 µM), for the others: at the highest dose activity change, negative = inhibition, actives largely listed as inhibitors | 5.4% of 310,000 active | AID 2551, 2010; further: potency means the concentration at half of the fitted maximal effect; on the % scale 0 is the no-effect control and ±100 the full control effect; nearly all actives have a fitted effect of over 60% in size
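Drosophila Schneider cells stably carrying a metallothionein-driven Gal4 DBD–ROR gamma fusion and a UAS-Photinus luciferase reporter were exposed to compound for 1 hr, then induced with copper sulfate (700 uM final) for 20 hr at ambient temperature before luminescence reading.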
ELG1 repair inh = qHTS screen for small molecules that inhibit ELG1-dependent DNA repair in human embryonic kidney (HEK293T) cells expressing luciferase-tagged ELG1; HEK293T ELG1-luciferase reporter, luminescence, 16 h; DNA damage induced by 5-fluorouridine; Potency, µM (titrated, usually from 46.1 µM), for inactives: top-dose activity change, negative = inhibition, usual class: inhibitors; 2.3% of 330,000 active; further: potency means the concentration at half of the fitted maximal effect; on the % scale 0 is the no-effect control and ±100 the full control effect; nearly all actives have a fitted effect of over 55% in size
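DMSO vehicle served as the neutral condition. Each well held 2,000 cells given 5-fluorouridine plus compound; after 16 hr at 37 °C/5% CO2, ONE-Glo was added and luciferase measured 30 min later.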
MBNL1 CUG block = qHTS Assay for Inhibitors of MBNL1-poly(CUG) RNA binding. 0.036% of 280,000 active. AID 2675, 2010. TR-FRET MBNL1-His/biotin-(CUG)12 binding, 665/545 ratio. Potency, µM (series often up to 57.5 µM), inactives show at the top dose activity change, negative = inhibition, usual class: inhibitors. Muscleblind-like protein 1 (Homo sapiens), Q9NR56; active means well fitted inhibition curve with a large enough effect in the signal ratio, with a control signal flat, not every such curve was filed as active; inconclusive means small, poorly fitted or top-dose-only effect, or effect the other way, or a change in a side signal; inactive means no such curve, though single readings can be large or run the other way; the % refers to the signal ratio; further: potency means the concentration at half of the fitted maximal effect; on the % scale 0 is the no-effect control and ±100 the full control effect
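Inhibition of protein-RNA binding appears as loss of TR-FRET between terbium anti-His antibody on MBNL1-His and streptavidin-XL665 on biotin-(CUG)12. Activity is normalized to buffer-only and uninhibited-complex controls.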
PKM2 act = qHTS Assay for Activators of Human Muscle isoform 2 Pyruvate Kinase; Pyruvate kinase PKM (Homo sapiens), P14618; purified PKM2, Kinase-Glo ATP luminescence, activation; response scale: 0% is enzyme alone, no compound; Potency, µM (titrated, usually from 57.5 µM), for the others: at the highest dose activation, most hits filed as activators; 0.34% of 260,000 active; AID 1631, 2009; further: potency means the concentration at half of the fitted maximal effect; on the % scale 0 is the no-effect control and ±100 the full control effect; nearly all actives have a fitted effect of over 55% in size
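hPK-M2, >95% pure; 0.1 mM ADP / 0.5 mM PEP final; imidazole pH7.2 buffer w/ 7 mM MgCl2, 50 mM KCl; 1 h RT; Kinase-Glo lum. Intermediate enzyme activity for dual inhibitor/activator qHTS.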
NPC1 prom act = qHTS Assay for NPC1 Promoter Activators; Huh7 NPC1 promoter luciferase reporter, 24 h; Potency, µM (doses to about 9.22 µM), for the others: at the highest dose activation, usual class: activators; 2.4% of 320,000 active; AID 485313, 2010;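 further: potency means the concentration at half of the fitted maximal effect; % of control where 0% means no effect; nearly all actives have a fitted effect of over 60% in size; reporter is driven by a mutant NPC1 promoter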
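Luminescence from an NPC1 promoter-driven luciferase reporter in stably transfected Huh7 cells was measured after 24 h compound treatment at 37 °C, followed by 10 min ambient incubation with luciferase detection reagent.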
Numbers without * were called inactive; ? = inconclusive; / = not tested or not shown; & = joins results of further samples; [ ] = another dose, or the depositor's remark. Unless noted, the call rests on the fitted dose curve; in most records, active means well fitted curve in the direction sought with a large enough effect; inconclusive means small, poorly fitted or top-dose-only effect, or another doubt; inactive means no such curve, though single readings can be large; an effect the other way counts as inactive or inconclusive. Only part of the results is shown (hit frequency here may not be typical).

SMILES	KCNH2 3.1 inh	Mito fusion act	Menin MLL FP TR	Gal4-VP16 FLuc	FLuc counter	Rab9 promoter act	RORg inh	ELG1 repair inh	MBNL1 CUG block	PKM2 act	NPC1 prom act
NNc1ccccc1C(F)(F)F	-7	-14%	14%	?	-7%	9%	-3%	27%	-2%	-6%	17%
O=c1cc(CSc2nnc(-c3ccccc3)o2)c2ccccc2[nH]1	1	1%	-3%	-16%	1%	2%	8%	6%	3%	1%	0%
O=C(CSc1nc(O)c(C2CCCCC2)c(=O)[nH]1)N1CCOCC1	7	-2%	16%	-10%	-2%	-12%	-16%	5%	-22%	3%	2%
Cc1csc(NC(=O)C2CCN(S(=O)(=O)c3ccccc3)CC2)n1	4	2%	/	/	-1%	-7%	/	-22%	/	/	-2%
O=C(NCCc1nnc2ccc(SCC(=O)N3CCCC3)nn12)c1ccc(F)cc1	-1	0%	4%	-10%	7%	0%	-19%	-6%	3%	-1%	-3%
Cc1ccc2nc(C3CCCN(C(=O)NCc4ccccc4)C3)[nH]c2c1 (stereo unspecified)	-10	-2%	-6%	6%	?	5%	24%	?	14%	2%	1%
N#Cc1cccc(CSc2nnc(CCCO)n2-c2ccccc2)c1	13	0%	-25%	-2%	0%	7%	-4%	10%	4%	0%	-3%
O=C(COc1ccccc1F)Nc1ccc(S(=O)(=O)N2CCCC2)cc1	-4	1%	/	/	4%	-1%	/	-22%	/	/	-3%
CCOc1cc(N2CCOCC2)c(OCC)cc1NC(=O)COC(=O)c1cc(C)cc(C)c1	-6	-1%	-17%	2%	2%	-2%	15%	?	2%	2%	-7%
C/C(Cl)=C\Cn1c(O)c(N=NC(N)=S)c2ccccc21	4	-8%	?	5µM*	2%	-3%	3.5µM*	-2%	?	2%	-3%
CC(=O)c1cccc(NC(=O)Nc2cc3sccc3n2C)c1	/	0%	?	-4%	-3%	0%	-5%	0%	1%	-7%	1%
CCOC(=O)c1cnc(SCc2nc(N)nc(Nc3ccc(OC)cc3)n2)nc1N	-13	-4%	?	15%	19µM*	14%	26%	?	-15%	-1%	-1%
Cc1ccccc1OCC(=O)OCC(=O)Nc1cc(S(C)(=O)=O)ccc1Cl	5	-2%	/	/	3%	-3%	/	17%	/	/	-5%
Cc1ccc(C(C)C)c(OCC(=O)NN=C(CCl)CCl)c1	/	-3%	/	3%	0%	-2%	28%	?	2%	15%	-5%
CCN1CCN(C(=O)c2cc(-c3ccco3)nc3ccccc23)CC1	6	1%	/	/	?	-3%	/	?	/	/	1%
Cc1ccc2cc(CN(Cc3ccco3)C(=O)NC3CCCCC3)c(=O)[nH]c2c1C	3	?	-12%	8%	-15%	1%	?	7.3µM*	-4%	22%	-9%
Oc1ccc(/C=N/Nc2cccc3cccnc23)c(O)c1	8	0%	?	-9%[0.365 µM]	4.8µM*	3.2µM*	2.5µM*	?	?	2%	9%
O=C(O)CCn1nc(-c2ccc(F)cc2)cc(Cc2ccccc2)c1=O	-10	-4%	2%	5%	1%	0%	-1%	-5%	11%	/	-2%
Cc1ccccc1C(=O)Oc1ccc(Cl)cc1C(=S)N1CCOCC1	17	-3%	/	6%	2%	1%	-30%	?	-1%	0%	-4%
CSC1=C(C#N)C(c2ccccc2Cl)C2=C(CCCC2=O)N1 (stereo unspecified)	/	5%	5%	0%	-1%	-4%	7%	-23%	?	0%	-1%
CCCC(=O)NC(=S)Nc1cc(-c2nc3ncccc3o2)ccc1C	24	1%	/	-7%	-3%	-1%	-3%	-24%	-3%	-2%	2%
COc1ccc(-n2c(-c3ccc(Br)cc3)c[n+]3c2CCc2ccccc2-3)cc1	5	-2%	-14%	6.3µM*	5%	-24%	-69%	?	-9%	0%	-16%
O=C1CC(c2ccccc2)n2nc(NC(=O)C3CCCO3)nc2N1 (stereo unspecified)	1	-2%	5%	-7%	5%	-1%	-22%	-6%	4%	4%	-1%
COc1ccc(C2CC(c3ccccc3)=NN2c2ccc(Cl)c(C(=O)O)c2)cc1 (stereo unspecified)	21	2%	?	-11%	21µM*	0%	-12%	6%	18%	-10%	0%
O=C(NCCC1CCCCN1S(=O)(=O)c1ccccc1)C(=O)NC1CC1 (stereo unspecified)	-1	-6%	/	/	0%	-6%	/	-1%	/	/	2%
c1ccc2c(c1)nc1sccn12	7	-3%	-1%	3%	0%	2%	-19%	10%	-2%	0%	0%
Cn1c(=O)n(C)c2cc(N3CCCCC3)c(NC(=O)c3ccccc3)cc21	-6	4%	/	0%	2%	-3%	-31%	-6%	-5%	/	2%
CC(C)Nc1nc(Cl)nc(N(C#N)CN2C(=O)c3ccccc3C2=O)n1	4	-1%	-5%	1%	-1%	7%	-31%	?	20%	21%	-3%
O=C(Nc1ccc2c(c1)nc1n2CCSC1)c1ccccc1	13	-7%	-14%	1%	11µM*	3.5µM*	2%	?	1%	-5%	?
COc1ccc(NC(=O)C(=O)NCCC2CCCCN2S(=O)(=O)c2ccc(F)cc2)cc1 (stereo unspecified)	-22	?	/	/	-2%	-9%	/	?	/	/	-30%[inhibitor]
C=C(C)c1cccc(C(C)(C)NC(=O)N2CCCC(C(N)=O)C2)c1 (stereo unspecified)	-17	-4%	-9%	7%	0%	-3%	8%	9%	-8%	-8%	-5%
COc1cccc(C(=O)Nc2cccc(S(=O)(=O)NC3=NCCC3)c2)c1	5	-3%	/	/	?	-7%	/	4%	/	/	-7%
CC(C)CC(=O)Nc1c2c(nn1-c1cccc(Cl)c1)CS(=O)C2 (stereo unspecified)	-5	-9%	-4%	0%	2%	-7%	10%	0%	-6%	/	-3%
Cc1ccc(S(=O)(=O)CCC(=O)OC(C)C(=O)c2c(C)[nH]c3ccccc23)cc1 (stereo unspecified)	-10	-1%	6%	1%	3%	3%	38%	-15%	-1%	-3%	-1%
CC1CCC2(CC1)NC(=O)N(CC(=O)Nc1cccc(S(=O)(=O)N3CCOCC3)c1)C2=O (stereo unspecified)	10	4%	/	-4%	0%	-12%	31%	-6%	-10%	0%	-1%
CC(C)(C)Cc1nnc(NC(=O)c2ccc3c(c2)OCO3)s1	-18	12%	/	9%	?	2.2µM*	3%	?	-5%	/	2.2µM*
COc1ccc(S(=O)(=O)N2CCOCC2)cc1NC(=O)CSc1n[nH]c(=O)n1C1CC1	-1	-3%	0%	12%	2%	-2%	2%	4%	7%	0%	4%
O=C(N/N=C/c1ccc(Cl)c([N+](=O)[O-])c1)c1cc(-c2ccccc2)nc2ccccc12	-27	-6%	25%	-9%	?	1%	?	?	-7%	1%	-6%
CCn1c(SC)nc(O)c(C(c2ccc(OC)c(O)c2)c2c(O)nc(SC)n(CC)c2=O)c1=O	9	3%	-1%	7%	-1%	-7%	3%	10%	-2%	2%	-1%
FC(F)(F)c1ccc(CN2C[C@@H]3C(c4ccc(Cl)nc4)C4(c5ccccc5)CC3(C4)[C@H]2c2ccccc2)cc1 (stereo partly specified)	0	-26%	0%	14%&4%	2%	-4%	-35%&-41%	0%	2%	-4%&-5%	-8%
CNC(=S)SCCOc1ccccc1C	7	13%	29%	?	?	1%	?	27%	?	-23%	0%
COc1ccc(N2CCN(C(=O)CSc3nc4[nH]ncc4c(=O)n3-c3ccc(Br)cc3)CC2)cc1	-4	2%	14%	-8%	-9%	-3%	2%	?	1%	-15%	-1%
COc1ccc(-n2nnnc2SCC(=O)Nc2ccccc2)cc1	-10	0%	-1%	-2%	4%	-1%	45%	-9%	-6%	-1%	-3%
